TCR CD3 inh = human TCR-CD3 binding inhibition; inhibition, % at 9.4 µM; AID 651800; actives 0.37% (n = 360,000); TAMRA-labeled TCR probe fluorescence, biochemical; in the data active means inhibition above about 19%;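 further: recombinant mutant TCR 2C K166C tagged with TAMRA read by polarization; 0% = receptor in buffer alone and 100% = receptor with positive control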
ABHD4 inh = ABHD4 (mouse) inhibition, primary FP screen | purified mABHD4, FP-Rh probe fluorescence polarization | actives 0.54% (n = 370,000) | inhibition, % at 8.92 µM;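 active means inhibition exceeding the mean over every tested compound plus 3 SD, cut at about 30% in these data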;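 further: 0% = plate median of compound wells and 100% = S159A mutant with DMSO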
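Material: mouse ABHD4 enzyme, wild type; Benchmarks: S159A mutant high control, sample median low control; Buffer or medium: HEPES pH 7.0, NaCl, Pluronic buffer; Signal: fluorescence polarization; Read-out: percent inhibition of probe binding, normalized to plate controls; Timing: pre-incubation 45 min, probe exposure 60 min, at 25 °C; Dosing: 8.92 µM, single dose.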
MBD2 DNA inh = MBD2-methylated oligo binding inhibition. Q9UBB5. AID 686964. actives 0.31% (n = 370,000). TR-FRET, MBD2 binding to methylated oligonucleotide. inhibition, % at 4.4 µM; in the data active means inhibition above about 13%
rCAG binder = binds r(CAG) RNA repeats. inhibition, % at 3 µM. actives 1.3% (n = 370,000). r(CAG) RNA repeat, TO-PRO-1 dye displacement fluorescence;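 active means inhibition above the plate cutoff, the mean of all test compounds on that plate plus 3 SD, cut at about 35% in these data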;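 further: 0% = DMSO alone and 100% = 100 µM mitoxantrone as full dye displacement; higher means more dye released from RNA so lower well fluorescence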
TDP2 absorb = blocks human TDP2 phosphodiesterase activity. inhibition, % at 12.8 µM. actives 0.34% (n = 370,000). recombinant TDP2, T5PNP hydrolysis, p-nitrophenol absorbance 415 nm;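 active means inhibition above the mean of all tested compounds plus 3 SD, set per campaign, cut at about 25% in these data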;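 further: 0% = DMSO with enzyme and 100% = buffer with substrate but no TDP2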
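Test system: Human TDP2 enzyme | Reagent: 5 mM T5PNP | Compound dosing: 12.8 µM single point, 1% DMSO | Incubation: Enzyme reaction with compound for 2 h at 37 °C | Technique: p-Nitrophenol epi absorbance | Read-out: % inhibition relative to enzyme-containing and enzyme-free wells | Benchmarks: High control without enzyme, low control DMSO plus TDP2 | Replicates: Singlicate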
NPR2 activator = GC-B (human) receptor activation; HEK293-GC-B cells, CNP EC30, cGMP TR-FRET; 0% at EC30 CNP, 100% saturating CNP; activation, % at 10 µM; actives 0.11% (n = 370,000);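 active means activation at 10 µM reaching about 35% in either raw or pattern-adjusted values, limit read from the data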
SIAE primary = human SIAE inhibition, primary screen | inhibition, % at 9.66 µM | Q9HAT2 | actives 0.69% (n = 370,000) | AID 1053197 | SIAE FP-Rh probe binding, fluorescence polarization;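 active means inhibition above a cutoff: mean of compounds within the control limits plus 3 SD of those, cut at about 17% in these data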;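 further: 0% = plate median of compound wells and 100% = probe without SIAE protein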
Target sequence (Q9HAT2 whole entry, looked up): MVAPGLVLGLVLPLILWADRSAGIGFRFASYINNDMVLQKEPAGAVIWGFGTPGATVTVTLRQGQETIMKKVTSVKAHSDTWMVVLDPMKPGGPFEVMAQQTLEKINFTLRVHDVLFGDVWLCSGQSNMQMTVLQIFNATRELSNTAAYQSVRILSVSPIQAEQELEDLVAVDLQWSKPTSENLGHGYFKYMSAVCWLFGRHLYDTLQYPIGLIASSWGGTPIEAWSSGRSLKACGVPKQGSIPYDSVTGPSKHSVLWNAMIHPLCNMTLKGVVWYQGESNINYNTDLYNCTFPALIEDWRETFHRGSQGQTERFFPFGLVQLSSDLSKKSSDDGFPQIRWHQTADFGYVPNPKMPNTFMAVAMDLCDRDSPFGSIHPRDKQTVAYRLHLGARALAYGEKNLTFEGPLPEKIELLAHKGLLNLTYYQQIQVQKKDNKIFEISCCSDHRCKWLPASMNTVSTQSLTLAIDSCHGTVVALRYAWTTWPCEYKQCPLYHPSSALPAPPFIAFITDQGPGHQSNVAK
LEDGF integ inh = blocks HIV-1 LEDGF/p75-dependent DNA integration | TR-FRET IN-LEDGF/p75 DNA integration, Eu/Cy5 | inhibition, % at 3.7 µM | actives 0.64% (n = 370,000) | AID 743269;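 active means inhibition above the screen-wide mean plus 3 SD, cut at about 13% in these data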;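 further: signal is the Cy5 over europium emission ratio at 671 and 618 nm; 0% = plate median of compound wells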
HTRA1 inhibitor = HTRA1 (human) protease inhibition; Q92743; recombinant HTRA1, FP-rhodamine activity-based probe, fluorescence polarization; inhibition, % at 5.96 µM; actives 0.5% (n = 340,000); in the data active means inhibition above about 36%;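 further: 0% = enzyme with DMSO and 100% = wells lacking enzyme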
Target sequence (Q92743 whole entry, looked up): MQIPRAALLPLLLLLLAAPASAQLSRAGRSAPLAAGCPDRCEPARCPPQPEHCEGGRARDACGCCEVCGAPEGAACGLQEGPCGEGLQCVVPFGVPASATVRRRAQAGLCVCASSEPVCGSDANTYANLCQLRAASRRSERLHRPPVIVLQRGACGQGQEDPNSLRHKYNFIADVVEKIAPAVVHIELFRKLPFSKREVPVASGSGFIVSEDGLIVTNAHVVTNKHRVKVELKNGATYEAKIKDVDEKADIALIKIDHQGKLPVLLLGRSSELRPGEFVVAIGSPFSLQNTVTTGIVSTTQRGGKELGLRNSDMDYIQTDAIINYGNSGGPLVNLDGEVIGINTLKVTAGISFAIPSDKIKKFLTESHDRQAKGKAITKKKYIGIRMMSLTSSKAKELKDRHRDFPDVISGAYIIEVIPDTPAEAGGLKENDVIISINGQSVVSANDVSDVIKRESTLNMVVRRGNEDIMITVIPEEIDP
PRMT1 inh = inhibitors of human PRMT1; inhibition, % at 2.79 µM; AID 652257; actives 1.3% (n = 370,000); Q99873; recombinant PRMT1, activity-based probe fluorescence polarization;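 active means inhibition above about 21% made by adding two undisclosed values, limit read from the data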
Numbers without * were called inactive.

Results for C/C(=N\Nc1ccc([N+](=O)[O-])cc1)c1cccc(N)c1 ?
TCR CD3 inh: -8; ABHD4 inh: 10; MBD2 DNA inh: -2; rCAG binder: 6; TDP2 absorb: -4; NPR2 activator: -9; SIAE primary: 17; LEDGF integ inh: -2; HTRA1 inhibitor: 3; PRMT1 inh: -1

Results for CC(C)CC1NC(=O)N(CC(=O)N2c3ccccc3NC(=O)C2(C)C)C1=O (centres undefined) ?
TCR CD3 inh: 0; ABHD4 inh: 2; MBD2 DNA inh: 0; rCAG binder: -5; TDP2 absorb: -11; NPR2 activator: -4; SIAE primary: 20*; LEDGF integ inh: -6; HTRA1 inhibitor: -2; PRMT1 inh: 1

How did CCOc1ccc2ccc(OCC)c(/C=N/n3cnnc3)c2c1 do in these assays?
TCR CD3 inh: -5; ABHD4 inh: 2; MBD2 DNA inh: 0; rCAG binder: -6; TDP2 absorb: -3; NPR2 activator: 4; SIAE primary: -7; LEDGF integ inh: -3; HTRA1 inhibitor: -14; PRMT1 inh: 3

How did CCCc1ccc(OCc2ccc(C(=O)N/N=C/c3cccnc3)o2)cc1 do in these assays?
TCR CD3 inh: 4; ABHD4 inh: -37; MBD2 DNA inh: -3; rCAG binder: -2; TDP2 absorb: -5; NPR2 activator: 0; SIAE primary: -25; LEDGF integ inh: 3; HTRA1 inhibitor: -36; PRMT1 inh: -3

What do the screens show for `N#Cc1c(NC(=O)CSc2ncc(-c3ccccc3)n2CC2CCCO2)sc2c1CCCC2` (centres undefined)?
TCR CD3 inh: 1; ABHD4 inh: 1; MBD2 DNA inh: 1; rCAG binder: -1; TDP2 absorb: 8; NPR2 activator: -3; SIAE primary: -4; LEDGF integ inh: -3; HTRA1 inhibitor: 3; PRMT1 inh: -2

Results for O=C(CN1CCCC1)NCC(=O)Nc1ccc(F)cc1 ?
TCR CD3 inh: -2; ABHD4 inh: 0; MBD2 DNA inh: -6; rCAG binder: -3; TDP2 absorb: 18; NPR2 activator: 3; SIAE primary: 4; LEDGF integ inh: 1; HTRA1 inhibitor: -10; PRMT1 inh: 1

Results for COCCn1c(SCC(=O)NC2CCCCC2C)nc2ccccc2c1=O (centres undefined) ?
TCR CD3 inh: 3; ABHD4 inh: 4; MBD2 DNA inh: 1; rCAG binder: -2; TDP2 absorb: -9; NPR2 activator: 1; SIAE primary: 5; LEDGF integ inh: 0; HTRA1 inhibitor: 3; PRMT1 inh: 1

Results for CC1CC(C)CN(S(=O)(=O)c2ccc(C(=O)OCC(=O)Nc3ccccc3)cc2)C1 (centres undefined) ?
TCR CD3 inh: -1; ABHD4 inh: 1; MBD2 DNA inh: 1; rCAG binder: 0; TDP2 absorb: 0; NPR2 activator: -3; SIAE primary: 9; LEDGF integ inh: 5; HTRA1 inhibitor: 2; PRMT1 inh: -4

Results for Cc1ccccc1C(=O)Nc1nnc(-c2cccnc2)o1 ?
TCR CD3 inh: -4; ABHD4 inh: -2; MBD2 DNA inh: 7; rCAG binder: -1; TDP2 absorb: 8; NPR2 activator: -2; SIAE primary: 18*; LEDGF integ inh: 0; HTRA1 inhibitor: 0; PRMT1 inh: -2

How did CC1CC2OC(=O)C3(C)CCCC(C)(C23)C1(O)CCc1ccoc1 (centres undefined) do in these assays?
TCR CD3 inh: -5; ABHD4 inh: -6; MBD2 DNA inh: -3; rCAG binder: 0; TDP2 absorb: -10; NPR2 activator: 5; SIAE primary: 0; LEDGF integ inh: 1; HTRA1 inhibitor: 4; PRMT1 inh: 6

How did CCOC1=C2CN(S(=O)(=O)c3ccc(C)cc3)[C@H](c3ccccc3)C[C@H]2[C@H]2C(=O)N(c3ccccc3)C(=O)[C@H]2C1 do in these assays?
TCR CD3 inh: -2; ABHD4 inh: 0; MBD2 DNA inh: 1; rCAG binder: 3; TDP2 absorb: -8; NPR2 activator: -3; SIAE primary: -3; LEDGF integ inh: -1; PRMT1 inh: -1

How did O=[N+]([O-])c1ccc2oc(C3CCCCC3)nc2c1 do in these assays?
TCR CD3 inh: 0; ABHD4 inh: 2; MBD2 DNA inh: -3; rCAG binder: 0; TDP2 absorb: -6; NPR2 activator: -1; SIAE primary: -1; LEDGF integ inh: 4; HTRA1 inhibitor: 5; PRMT1 inh: 2

As a short view, four of the compounds above:
Results for C/C(=N\Nc1ccc([N+](=O)[O-])cc1)c1cccc(N)c1 ?
TCR CD3 inh: -8; ABHD4 inh: 10; MBD2 DNA inh: -2; rCAG binder: 6; TDP2 absorb: -4; NPR2 activator: -9; SIAE primary: 17; LEDGF integ inh: -2; HTRA1 inhibitor: 3; PRMT1 inh: -1

Results for CC(C)CC1NC(=O)N(CC(=O)N2c3ccccc3NC(=O)C2(C)C)C1=O (centres undefined) ?
TCR CD3 inh: 0; ABHD4 inh: 2; MBD2 DNA inh: 0; rCAG binder: -5; TDP2 absorb: -11; NPR2 activator: -4; SIAE primary: 20*; LEDGF integ inh: -6; HTRA1 inhibitor: -2; PRMT1 inh: 1

How did CCOc1ccc2ccc(OCC)c(/C=N/n3cnnc3)c2c1 do in these assays?
TCR CD3 inh: -5; ABHD4 inh: 2; MBD2 DNA inh: 0; rCAG binder: -6; TDP2 absorb: -3; NPR2 activator: 4; SIAE primary: -7; LEDGF integ inh: -3; HTRA1 inhibitor: -14; PRMT1 inh: 3

How did CCCc1ccc(OCc2ccc(C(=O)N/N=C/c3cccnc3)o2)cc1 do in these assays?
TCR CD3 inh: 4; ABHD4 inh: -37; MBD2 DNA inh: -3; rCAG binder: -2; TDP2 absorb: -5; NPR2 activator: 0; SIAE primary: -25; LEDGF integ inh: 3; HTRA1 inhibitor: -36; PRMT1 inh: -3

Remaining list, next part.
How did CCn1c(SCc2nc3ccccc3c(=O)[nH]2)nc2ccccc21 do in these assays?
TCR CD3 inh: -5; ABHD4 inh: -7; MBD2 DNA inh: 1; rCAG binder: -1; TDP2 absorb: -6; NPR2 activator: -8; SIAE primary: -8; LEDGF integ inh: -3; HTRA1 inhibitor: -4; PRMT1 inh: 3

Results for Cc1c(NC(=O)c2cccc(S(=O)(=O)N3CCOCC3)c2)c(=O)n(-c2ccccc2)n1C ?
TCR CD3 inh: -2; ABHD4 inh: -1; MBD2 DNA inh: 6; rCAG binder: -5; TDP2 absorb: 3; NPR2 activator: -1; SIAE primary: -1; LEDGF integ inh: -2; HTRA1 inhibitor: 2; PRMT1 inh: 0

How did COc1ccc(C(=O)Nc2ccnn2C2CCN(C(=O)C3CCOC3)CC2)cc1 (centres undefined) do in these assays?
TCR CD3 inh: -1; ABHD4 inh: 14; MBD2 DNA inh: -2; rCAG binder: -1; TDP2 absorb: -11; NPR2 activator: 3; SIAE primary: 4; LEDGF integ inh: 0; HTRA1 inhibitor: 2; PRMT1 inh: 5

Results for CC(=O)c1ccc(N2CCN(S(=O)(=O)c3ccc4c(c3)CC(=O)N4)CC2)cc1 ?
TCR CD3 inh: 9; ABHD4 inh: 0; MBD2 DNA inh: -1; rCAG binder: 15; TDP2 absorb: 8; NPR2 activator: -4; SIAE primary: -13; LEDGF integ inh: -1; HTRA1 inhibitor: -8; PRMT1 inh: 0

What do the screens show for `Cc1cc(C(=O)Nc2ccc(N3CCOCC3)cc2)c2ccccc2n1`?
TCR CD3 inh: -5; ABHD4 inh: -3; MBD2 DNA inh: 3; rCAG binder: 6; TDP2 absorb: -5; NPR2 activator: 6; SIAE primary: -6; LEDGF integ inh: -4; HTRA1 inhibitor: 1; PRMT1 inh: 4

How did Cc1cccc(NC(=O)CSc2nc(=O)n(CCN3CCOCC3)c3c2CCCC3)c1C do in these assays?
TCR CD3 inh: 1; ABHD4 inh: 4; MBD2 DNA inh: -4; rCAG binder: -2; TDP2 absorb: -2; NPR2 activator: -1; SIAE primary: -4; LEDGF integ inh: 1; HTRA1 inhibitor: 5; PRMT1 inh: -4

Results for CCOC(=O)c1sc(NC(=O)c2ccc(S(=O)(=O)N(CC)CC)cc2)nc1C ?
TCR CD3 inh: -2; ABHD4 inh: 2; MBD2 DNA inh: -1; rCAG binder: 2; TDP2 absorb: -4; NPR2 activator: -1; SIAE primary: -7; LEDGF integ inh: 2; HTRA1 inhibitor: 4; PRMT1 inh: 1

Results for COc1ccc([C@H]2CC(=O)C=C(c3cccc4c3sc3ccccc34)C2)cc1OC ?
TCR CD3 inh: 3; ABHD4 inh: -14; MBD2 DNA inh: 5; rCAG binder: 5; TDP2 absorb: 6; NPR2 activator: 2; SIAE primary: -18; LEDGF integ inh: -1; HTRA1 inhibitor: -42; PRMT1 inh: -3

What do the screens show for `CC1CCc2c(sc3ncnc(SCC(=O)Nc4ccc(C(=O)O)cc4)c23)C1` (centres undefined)?
TCR CD3 inh: 7; ABHD4 inh: -14; MBD2 DNA inh: -2; rCAG binder: 2; TDP2 absorb: 2; NPR2 activator: -2; SIAE primary: -3; LEDGF integ inh: -2; HTRA1 inhibitor: 3; PRMT1 inh: 0

How did Cc1ccc(N(CCC#N)C(=O)COC(=O)C2CCN(c3ccc(C(F)(F)F)cn3)CC2)cc1 do in these assays?
TCR CD3 inh: -6; ABHD4 inh: -11; MBD2 DNA inh: 5; rCAG binder: -6; TDP2 absorb: -10; NPR2 activator: -3; SIAE primary: -4; LEDGF integ inh: -4; HTRA1 inhibitor: -20; PRMT1 inh: 1

What do the screens show for `Cc1cccc(C)c1NC(=O)C(c1ccccc1F)n1c(=O)c(-c2cc3ccccc3[nH]2)nc2ccccc21` (centres undefined)?
TCR CD3 inh: 3; ABHD4 inh: -71; MBD2 DNA inh: -7; rCAG binder: 19; TDP2 absorb: -7; NPR2 activator: -1; SIAE primary: -63; LEDGF integ inh: -3; PRMT1 inh: -2

What do the screens show for `CC(=O)c1ccc(N2CCC(C)CC2)c(F)c1`?
TCR CD3 inh: 7; ABHD4 inh: -1; MBD2 DNA inh: -6; rCAG binder: -4; TDP2 absorb: 5; NPR2 activator: 4; SIAE primary: 0; LEDGF integ inh: 4; HTRA1 inhibitor: -7; PRMT1 inh: -2

How did CCCNC(=O)C1(C)CCN(C(=O)c2ccccc2OC(F)(F)F)C1 (centres undefined) do in these assays?
TCR CD3 inh: 4; ABHD4 inh: 1; MBD2 DNA inh: -4; rCAG binder: 3; TDP2 absorb: 11; NPR2 activator: 5; SIAE primary: -2; LEDGF integ inh: -1; PRMT1 inh: -2

What do the screens show for `CC(=O)n1cc(N(C(=O)CCl)c2ccc([N+](=O)[O-])cc2)c2ccccc21`?
TCR CD3 inh: 4; ABHD4 inh: 3; MBD2 DNA inh: -1; rCAG binder: -1; TDP2 absorb: 18; NPR2 activator: -17; SIAE primary: 12; LEDGF integ inh: -3; HTRA1 inhibitor: -3; PRMT1 inh: 4

Screening data: PubChem BioAssay, several laboratories

These rows are one share of the data. The share of hits here may be higher or lower than overall.
